RGS8-Gao: regulators of human RGS8-Galphao interaction; multiplexed bead flow cytometry, RGS8-Galphao binding; actives lie on both sides; hit rate 0.34% among 220,000; P09471; response (percent of control binding), % at 10 µM; in the data active = response below about 60% or above about 140%; inactive = in between;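 also: Galphao activated as the GDP aluminium fluoride complex binding bead-coupled RGS8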
Target sequence (P09471 whole entry, looked up): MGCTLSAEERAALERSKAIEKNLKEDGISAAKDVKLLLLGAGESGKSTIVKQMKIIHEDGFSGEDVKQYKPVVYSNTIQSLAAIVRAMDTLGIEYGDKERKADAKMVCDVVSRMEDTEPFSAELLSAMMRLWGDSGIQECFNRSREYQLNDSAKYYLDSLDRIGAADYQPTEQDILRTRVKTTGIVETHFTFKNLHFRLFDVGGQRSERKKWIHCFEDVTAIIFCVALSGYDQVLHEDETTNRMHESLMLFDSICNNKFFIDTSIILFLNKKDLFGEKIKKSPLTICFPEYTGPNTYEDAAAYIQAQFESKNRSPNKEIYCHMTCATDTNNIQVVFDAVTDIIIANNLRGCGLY
RGS7-Gao reg: modulates binding of RGS7 to human Galphao; P09471; binding response (% of control), % at 10 µM; hit rate 0.35% among 220,000; Multiplexed bead flow cytometry; actives lie on both sides; in the data active = binding response below about 49% or above about 150%; inconclusive = no clear call, values can overlap the other calls; inactive = in between;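 also: fluorescent Galphao held in activated GDP-AlF4 state binding bead-coupled RGS7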
RGS4-Gao reg: human RGS4-Galphao interaction regulation. Multiplexed bead flow cytometry, RGS4-Galphao binding; actives lie on both sides. hit rate 0.33% among 220,000. binding response (% of control), % at 10 µM; in the data active = binding response below about 49% or above about 150%; inactive = in between;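 also: fluorescent Galphao activated with aluminum fluoride binding bead-coupled RGS4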
Active calls of the source: *; u = inconclusive.

Preview:
SMILES	RGS8-Gao	RGS7-Gao reg	RGS4-Gao reg
COc1ccc(CCn2c(O)c(C=Nc3cccc(F)c3)c(=O)[nH]c2=O)cc1OC	96.4	u	96.0
O=C(/C=C/c1ccc2c(c1)OCO2)c1ccccn1	99.6	u	102.8

This part in full, from the first entry:
SMILES	RGS8-Gao	RGS7-Gao reg	RGS4-Gao reg
COc1ccc(CCn2c(O)c(C=Nc3cccc(F)c3)c(=O)[nH]c2=O)cc1OC	96.4	u	96.0
O=C(/C=C/c1ccc2c(c1)OCO2)c1ccccn1	99.6	u	102.8
Cc1ccccc1/C=N/N=C1/NC(=O)CCS1	100.4	u	104.1
COc1ccccc1CNC(=O)c1cc(C)nn1-c1ccccc1	108.5	u	111.1
COc1ccc(Oc2c(C)nc(SCC(=O)c3ccc(Cl)cc3)[nH]c2=O)cc1	97.0	u	97.2
O=C(COC(=O)c1cn(-c2ccccc2)nc1-c1ccccc1)Nc1ncc(Cl)cc1Cl	97.5	u	98.5
O=[N+]([O-])c1ccc(-c2ccc(/C=N/O)o2)cc1	98.0	u	97.8
Cc1cc(C)c(S(=O)(=O)NC2CCN(Cc3ccccc3)CC2)c(C)c1	99.4	u	99.6
NC(=O)c1ccc(NC(=O)c2cnc3ccccc3n2)cc1	104.3	u	113.9
CSc1nc2ccc(NC(=O)NC(=O)c3c(F)cccc3F)cc2s1	101.2	u	99.3
O=C(N/N=C/c1ccncc1)c1cccc(S(=O)(=O)Nc2ccc(Cl)cc2)c1	100.4	u	101.9
CC(C)N1CCC(N2CCN(Cc3ccc4nonc4c3)CC2CCO)CC1 (stereo not drawn)	91.4	u	88.6
O=C(O)CC1(CC(=O)Nc2cc(F)ccc2Cl)CCCCC1	102.8	u	100.8
O=C(Nc1ccccc1Cl)c1ccc(-c2ccccn2)s1	102.2	u	103.1
O=C(Nc1c(C(=O)O)[nH]c2ccc(F)cc12)c1cccc(C(F)(F)F)c1	104.4	u	108.7
CCCNC(=O)C1CC(c2cccc(F)c2)=NO1 (stereo not drawn)	102.4	u	97.5
Cc1ccc(-c2[nH]c3ccccc3c2SCCN)cc1	101.0	u	98.2
COc1ccccc1/C=N/NC(=S)NCc1ccco1	99.5	u	97.3
Cc1ccc(SCCN2CCN(CC(C)C)CCC2=O)cc1	102.2	u	105.7
COc1ccc([C@H]2C=C3CN(C(=O)OC(C)(C)C)S(=O)(=O)[C@H]3C[C@H]2OC(=O)c2ccc(C(F)(F)F)cc2)cc1	92.1	u	80.6
Cc1nonc1-c1ccc2c(c1)OCO2	103.2	u	99.7
C=CCN1c2ccccc2[C@]23C[C@@H](C(=O)OC)N(C(=O)NCCC)C2=NC(C(=O)OC)=C(C(=O)OC)[C@H]13	96.9	u	96.1
Cn1c(SCC(=O)N/N=C/c2cccnc2)nnc1-c1ccccc1	99.2	u	99.7
CCOC(=O)c1cnn(-c2ccc([N+](=O)[O-])cc2)c1N	101.4	u	105.8
COc1ccc(-c2csc(N(Cc3ccco3)C(=O)c3cccs3)n2)cc1	99.0	u	102.5
Next part:
SMILES	RGS8-Gao	RGS7-Gao reg	RGS4-Gao reg
CCN(CC)S(=O)(=O)c1cccc(-c2nnc(SCC(N)=O)n2N)c1	102.2	u	99.7
O=C(CN1CCN(C(=O)C2COc3ccccc3O2)CC1)Nc1ccc(F)cc1 (stereo not drawn)	104.5	u	98.8
O=Cc1cccn1-c1ccccc1	93.4	u	85.8
NNC(=O)c1ccc(COc2ccc3ccccc3c2)o1	105.2	u	106.3
Cn1ncc2c(Nc3ccc(O)cc3)nc(Cl)nc21	102.2	u	104.7
CCN(CC)CCSc1nnc2c3cc(C)ccc3n(Cc3ccccc3)c2n1	102.3	u	111.4
CCOC(=O)c1cn(CC)c2cc(F)c(F)cc2c1=O	102.8	u	102.5
CC(=O)C1=C(C)OC(N)=C(C#N)C1c1cc([N+](=O)[O-])ccc1Cl (stereo not drawn)	103.0	u	105.9
COc1cc(NC(=O)c2ccnnc2)cc(C(=O)Nc2cccc(C(F)(F)F)c2)c1	101.3	u	106.8
O=C1CNC(=O)/C1=C/c1ccc(Br)cc1	95.0	u	95.7
CC/C=C/C(=O)N1CC2(CC(c3cccc(NC(=O)COc4ccc(Cl)cc4)c3)=NO2)C[C@H]1C(N)=O (stereo partly drawn)	87.3	u	76.8
Cc1cc(=O)[nH]c(-c2ccccc2OC(F)(F)F)n1	102.3	u	100.3
CC1C(=O)O[C@@H]2C[C@@H](C)[C@@H]3CCC(=O)[C@@]3(C)[C@@H](O)[C@H]12 (stereo partly drawn)	100.7	u	102.2
O=C1c2cc(Cl)ccc2OC2(CCNCC2)C12CC(c1ccc(Cl)cc1)=NO2 (stereo not drawn)	104.2	u	107.6
COc1ccc(SC[C@H](Cc2ccccc2)N2CCN(CCc3ccccc3)CCC2=O)cc1	101.3	u	101.0
CC1(C)C2CCC1(CS(=O)(=O)N1CCC(C(=O)O)CC1)C(=O)C2 (stereo not drawn)	99.1	u	98.1
CN1CCN(c2ccc(CNS(=O)(=O)c3cccc(F)c3)cc2)CC1	98.6	u	103.9
O=C1N/C(=N/N=C/c2ccc(O)cc2)SC1Cc1ccccc1 (stereo not drawn)	99.3	u	106.0
O=C1CN(C(=O)COC(=O)c2cc(S(=O)(=O)N3CCOCC3)ccc2Cl)c2ccccc2N1	103.2	u	105.5
O=C(CSc1cccs1)Nc1ccc(Cl)cc1	99.0	u	97.4
O=C(Nc1cc(=O)[nH]c2nc(-c3ccccc3)nn12)c1ccc(Cl)cc1	99.1	u	95.5
O=C(NC(=S)Nc1cccc(S(=O)(=O)NC2=NCCC2)c1)c1cc(-c2ccco2)nc2ccccc12	103.1	u	108.1
CCOC(=O)C1(Cc2cccc(OC)c2)CCN(CC(O)CO)CC1 (stereo not drawn)	98.5	u	100.6
Cc1ccc2[nH]c(=O)c(COC(=O)C3CCCCC3)cc2c1	101.4	u	100.9
CCOC(=O)c1cnc(C(F)(F)F)nc1Oc1ccccc1	98.8	u	102.8
More entries follow.
SMILES	RGS8-Gao	RGS7-Gao reg	RGS4-Gao reg
N#C/C(=N\Nc1ccc(Cl)c(Cl)c1)C(=O)C1CC1	95.7	u	93.3
CCCCC1=CC2=C(c3ccco3)C(=O)C(C)(OC(=O)c3ccc(OC)cc3)C(=O)C2=CN1C(CO)CO (stereo not drawn)	100.6	u	98.0
COc1ccccc1NC(=O)c1c(C)nc2ccccc2c1C(=O)O	100.5	u	102.6
Cc1cc(C)nc(NC(=O)c2cccs2)n1	97.1	u	96.7
Cn1nccc1C(=O)N/N=C/c1ccccc1[N+](=O)[O-]	97.9	u	102.0
N#C/C(=C/c1cccs1)c1ccccn1	99.4	u	99.7
Cc1sc2c(c1C)C(=O)NC(c1ccccc1F)N2 (stereo not drawn)	86.8	u	90.1
O=C1N/C(=N/N=C/c2ccc(F)cc2)SC1c1ccccc1 (stereo not drawn)	100.3	u	100.7
COc1ccc(N=C(c2ccccc2)c2c(C)[nH]n(-c3ccccc3)c2=O)c(OC)c1	102.1	u	101.0
COC(=O)c1ccc(S(=O)(=O)NCc2ccccn2)n1C	101.4	u	101.3
Cc1cc(C)cc(NC(=O)NC2CCN(CC(=O)Nc3cccc(Cl)c3C)CC2)c1	97.0	u	96.5
Cc1ccc(NC(=O)C(=O)NN)cc1	89.1	u	89.9
Cc1onc(-c2c(Cl)cccc2Cl)c1C(=O)N=C(N)N1CCCC1	101.4	u	106.6
O=C(Nc1ccccc1)N(c1ccccc1)C1C=CS(=O)(=O)C1 (stereo not drawn)	97.5	u	99.3
CCOC(=O)c1ccc(NC(=O)c2nc[nH]c2C(=O)NCCCCCNC(=O)OC(C)(C)C)cc1	101.6	u	104.0
CC(=O)Nc1ccc(-c2cc(C(=O)O)c3ccccc3n2)cc1	99.7	u	102.4
O=C1c2ccccc2C(O)(c2ccccc2)N1c1ccncc1 (stereo not drawn)	98.9	u	97.5
CCCc1nc2sc3ccccc3c(=O)c2c(=O)n1Cc1ccc(OC)cc1	98.3	u	89.7
CSCC(O)Cn1[nH]c(=O)c2cc(Cl)c(Cl)cc2c1=O (stereo not drawn)	100.7	u	99.5
COC(=O)C1=NN(c2cccc3ccccc23)C2C(=O)N(c3ccccc3OC)C(=O)C12 (stereo not drawn)	94.9	u	90.6
CC(=O)/C(N=Nc1ccc(C(=O)O)cc1[N+](=O)[O-])=C(\C)O	97.9	u	97.4
CCCCCCN1C=CC=C/C1=C\C=C(C#N)C#N	96.2	u	89.8
CCOc1ccc(C2NC(=O)NC(C)=C2[N+](=O)[O-])cc1OC (stereo not drawn)	99.4	u	99.6
CCOC(=O)c1nnn2c1nc(N(CC)CC)c1ccccc12	102.6	u	99.6
O=C(O)CC(SCC(=O)NC1CCCc2ccccc21)C(=O)O (stereo not drawn)	101.4	u	101.9

Arranged by formula weight (smallest number first): some entries from above
SMILES	RGS8-Gao	RGS7-Gao reg	RGS4-Gao reg
Cc1cc(C)nc(NC(=O)c2cccs2)n1	97.1	u	96.7
CCCCCCN1C=CC=C/C1=C\C=C(C#N)C#N	96.2	u	89.8
Cc1sc2c(c1C)C(=O)NC(c1ccccc1F)N2 (stereo not drawn)	86.8	u	90.1

Next part
SMILES	RGS8-Gao	RGS7-Gao reg	RGS4-Gao reg
O=C(COc1ccc(C2SCCS2)cc1)NNC(=O)C(Cl)Cl	95.8	u	92.1
CC1CC(NC(=O)c2cnc3n(c2=O)CCS3)CC(C)(C)C1 (stereo not drawn)	98.5	u	99.0
COc1cccc(C(=O)C(C#N)=C(SC)SC)c1	93.7	u	87.2
Cc1cc(C)cc(SCc2noc(C(=O)NCCCN3CCOCC3)c2C(=O)NCCCN2CCOCC2)c1	99.8	u	103.7
CCCOc1ccc(/C=N/NC(=O)CSc2ccccn2)cc1OC	100.8	u	102.1
COc1ccc(C(=O)N/C(=C/c2cccnc2)C(=O)N2CCOCC2)cc1OC	88.7	u	78.0
Nc1nc(NCc2ccco2)nc(NCCO)c1[N+](=O)[O-]	93.2	u	92.8
O=C(CNCc1ccccn1)Nc1cc(C(F)(F)F)ccc1N1CCOCC1	100.8	u	101.3
O=C(N/N=C/c1[nH]c2ccccc2c1Cl)c1cccc(Br)c1	101.5	u	99.4
O=[N+]([O-])c1ccc(C2=NCCO2)cc1	100.0	u	100.9
O=[N+]([O-])/C(C=Nc1ccccc1O)=C\Nc1ccccc1O	102.3	u	106.5
CC(OC(=O)c1ccc(NS(=O)(=O)c2ccc3[nH]c(=O)[nH]c3c2)cc1)C(=O)Nc1cccc(Cl)c1Cl (stereo not drawn)	100.1	u	101.6
CCCCCCCc1c(O)nc(SCCN(C)C)[nH]c1=O	103.1	u	108.3
COc1ccc(N=C2NC(=O)/C(=C/c3ccco3)S2)cc1	101.7	u	106.0
O=C(N/N=C/c1ccc(N2CCOCC2)cc1)c1ccc(O)cc1	98.9	u	94.7
CC(C)CCC1(CCNC(C)c2cccs2)CCOC(C)(C)C1 (stereo not drawn)	100.9	u	103.9
CCOc1ccccc1N1CCN(Cc2cn[nH]c2-c2ccc(F)cc2)CC1	106.5	u	97.0
C/C(=N\NC(=O)Cn1nc(C)cc1C)c1ccc([N+](=O)[O-])cc1	103.2	u	100.0
O=C(O)CSc1ncnc2scc(-c3ccc(Br)cc3)c12	102.9	u	95.5
CCOC(=O)Nc1csnn1	92.0	u	96.7
C/C(=N\NC(=O)c1ccc(OC2OCCOC2Oc2ccc(C(=O)N/N=C(\C)c3ccncc3)cc2)cc1)c1ccncc1 (stereo not drawn)	105.2	u	102.9
Cc1cc2c(NC(=O)Nc3ccc(F)cc3)cccc2nn1	88.6	u	81.4
c1csc(-c2nc(CN3CCSCC3)cs2)c1	99.3	u	102.1
Cc1ccc(C)c(C(=O)CCC(=O)O)c1	100.1	u	107.5
O=c1[nH]c(-[n+]2ccccc2)c(/C=N/N=C(\[O-])c2ccccc2)s1	104.0	u	101.8
The list goes on:
SMILES	RGS8-Gao	RGS7-Gao reg	RGS4-Gao reg
Cc1ccc(-c2csc(N=C(N)N)n2)cc1	98.9	u	92.8
COC(=O)c1c(C)[nH]c(C(=O)/C=C/c2ccccc2Cl)c1C	102.6	u	98.3
C/C=C(/C)C(=O)OC1Cc2c(ccc3ccc(=O)oc23)OC1(C)C (stereo not drawn)	104.8	u	106.8
CNC(=S)Nc1ccc(Cc2ccncc2)cc1	104.2	u	106.3
NC(=O)N/N=C/CCc1ccccc1	98.0	u	101.1
COc1ccc(CN2C(=O)c3oc4ccccc4c(=O)c3C2c2ccc(O)c(OC)c2)cc1 (stereo not drawn)	96.6	u	93.4
CC(=O)Nc1ccc(/C=N/Nc2ccc(C(=O)c3c(C)cc4ccccn34)cc2[N+](=O)[O-])cc1	94.5	u	86.2
Cn1c(=O)c(=O)n(C)c2cc(S(=O)(=O)N3CC(=O)N(CCc4ccccc4)C(=O)C3)ccc21	97.3	u	90.2
COCCNC(=S)N=Nc1c(O)[nH]c2ccc([N+](=O)[O-])cc12	98.0	u	112.6
O=[N+]([O-])c1ccc(C2=NN(CCO)C(=Nc3ccc(OC(F)(F)F)cc3)SC2)cc1	96.7	u	101.0
C=CCn1c(SCC(=O)Nc2ccc(C(=O)O)cc2)nnc1-c1cccnc1	97.3	u	95.9
CC(=O)N(CCCN(C)C)Cc1ccccn1	97.8	u	102.7
Cc1nc(C(=O)NNC(=O)Nc2ccccc2)cs1	98.7	u	95.8
Cc1ccc(C)c(C2NC(=O)c3ccccc3N2)c1 (stereo not drawn)	102.3	u	100.9
O=C1C(Br)=Cc2cccc3cccc1c23	100.8	u	101.1
Cc1nc([N+](=O)[O-])cn1CC(O)c1ccccc1 (stereo not drawn)	100.6	u	101.7
Nc1c(C=C2C=CC(=O)C=C2)c(=O)nc2snc(SCc3ccccc3)n12	102.0	u	104.6

These rows are one share of the data; rates above refer to the full screens.
